From PubChem BioAssay
HCMV antiviral = inhibitors of human cytomegalovirus; HFF cells, HCMV-luciferase reporter, 72 h; hits give low values; activity change, negative = inhibition, % at 57.5 µM; hit rate 4.5% among 410,000; AID 1259415; in the data active means activity change below about -60%; inconclusive means no clear call, values can overlap the other calls; inactive means above about -39%
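After 16 h attachment at 37C, HFF cells received test compound and HCMV-luciferase (1 PFU/cell); reporter luminescence read 72 h later, data normalized against buffer-only and known inhibitor Salinomycin.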
LmPK inhibitor = LmPK (Leishmania mexicana) enzyme inhibition; AID 1721; Q27686; purified LmPK, Kinase-Glo ATP luminescence, 1 h; hit rate 0.37% among 290,000; Potency, µM (doses to about 57.5 µM), inactives show top-dose activity change, negative = inhibition, hits mostly inhibitors; further: potency means the concentration at half of the fitted maximal effect
Target sequence (Q27686 whole entry, looked up): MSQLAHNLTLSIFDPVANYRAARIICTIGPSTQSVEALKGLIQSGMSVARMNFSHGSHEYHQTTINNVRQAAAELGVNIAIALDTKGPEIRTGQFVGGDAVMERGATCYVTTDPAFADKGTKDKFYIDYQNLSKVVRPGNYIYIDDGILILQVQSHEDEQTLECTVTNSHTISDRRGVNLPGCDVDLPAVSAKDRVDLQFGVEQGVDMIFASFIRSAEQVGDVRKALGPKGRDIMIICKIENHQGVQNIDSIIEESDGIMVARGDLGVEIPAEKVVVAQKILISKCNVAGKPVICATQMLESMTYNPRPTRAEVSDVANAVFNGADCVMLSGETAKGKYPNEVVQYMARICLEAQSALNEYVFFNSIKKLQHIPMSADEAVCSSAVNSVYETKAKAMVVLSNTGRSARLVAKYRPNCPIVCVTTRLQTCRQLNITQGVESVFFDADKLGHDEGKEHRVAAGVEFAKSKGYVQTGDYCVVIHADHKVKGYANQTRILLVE
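Pyruvate kinase activity monitored as ATP production (luciferase luminescence). Conditions: 0.1 nM enzyme, 0.5 mM PEP, 0.1 mM ADP, 1 h, RT; normalized against uninhibited and no-enzyme wells.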
AmpC detergent = blocks E. coli AmpC beta-lactamase in detergent assay | AmpC hydrolysis of nitrocefin, absorbance 480 nm, 0.01% Triton | P00811 | hit rate 0.041% among 370,000 | AID 485294 | Potency, µM (highest dose often 114 µM), without a hit: at the top dose activity change, negative = inhibition, hits mostly inhibitors;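 further: potency means the concentration at half of the fitted maximal effect; 0% = no-compound wells and -100% = no-enzyme wells; nearly all actives have a fitted effect of over 25% in size; some results filed as inactive show a strong effect at the top dose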
Target sequence (P00811 whole entry, looked up): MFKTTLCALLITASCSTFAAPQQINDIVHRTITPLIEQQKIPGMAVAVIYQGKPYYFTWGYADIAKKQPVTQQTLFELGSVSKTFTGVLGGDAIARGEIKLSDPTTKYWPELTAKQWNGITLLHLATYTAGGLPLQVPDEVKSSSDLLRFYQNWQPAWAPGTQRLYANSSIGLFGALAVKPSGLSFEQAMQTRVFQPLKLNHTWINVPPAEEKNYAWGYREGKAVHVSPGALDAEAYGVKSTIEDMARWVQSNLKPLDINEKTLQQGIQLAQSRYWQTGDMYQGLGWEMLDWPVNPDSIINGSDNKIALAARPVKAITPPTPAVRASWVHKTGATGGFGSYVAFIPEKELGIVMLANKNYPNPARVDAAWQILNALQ
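AmpC (5.3 nM in the dispensed reagent) in 20 mM phosphate pH 7.0 with 0.01% (detergent screen) or 0.0001% Triton X-100 was preincubated with compounds for 15 min at room temperature. Nitrocefin was then added from an 800 uM solution, and hydrolysis was followed at 480 nm.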
Tb PYK inh = blocks Trypanosoma brucei pyruvate kinase. Q57TT1. TbPYK enzyme, Kinase-Glo Plus ATP luminescence, 45 min. Potency, µM (top dose mostly 76.8 µM), without a hit: at the top dose activity, negative = inhibition, most hits filed as inhibitors. hit rate 0.12% among 410,000; further: potency means the concentration at half of the fitted maximal effect; nearly all actives have a fitted effect of over 50% in size
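Activity of T. brucei pyruvate kinase was followed by Kinase-Glo Plus luminescence after the enzyme reacted 45 min at room temperature with 130 uM ADP (final) and substrate. Test compounds were added before ADP at multiple concentrations.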
AMA1-RON2 inh = AMA1-RON2 (P. falciparum) interaction inhibition | hit rate 0.2% among 360,000 | AlphaScreen AMA1-biotinylated RON2 peptide binding | Potency, µM (top dose mostly 58.2 µM), for inactives: top-dose activity change, negative = inhibition, usual class: inhibitors | AID 720542;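 further: potency means the concentration at half of the fitted maximal effect; 0% = vehicle wells and -100% = peptide control; nearly all actives have a fitted effect of over 45% in size; some results filed as inactive show a strong effect at the top dose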
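AMA1 (3D7) with his tag at 25 nM final met compounds first, then biotinylated RON2 peptide at 25 nM; detection used donor plus acceptor beads, 10 µg/mL apiece, read by AlphaScreen after 30 min at room temperature.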
AmpC no deterg = inhibitors of E. coli AmpC beta-lactamase without detergent; hit rate 0.52% among 330,000; AmpC nitrocefin hydrolysis, absorbance 480 nm, 0.0001% Triton; AID 485341; Potency, µM (top dose mostly 57.1 µM), for inactives: at the top dose activity change, negative = inhibition, usual class: inhibitors;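 further: potency means the concentration at half of the fitted maximal effect; plate controls were no compound for no effect and no enzyme for full effect; nearly all actives have a fitted effect of over 20% in size; some results filed as inactive show a strong effect at the top dose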
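AmpC (5.3 nM in the dispensed reagent) in 20 mM phosphate pH 7.0 with 0.01% (detergent screen) or 0.0001% Triton X-100 was preincubated with compounds for 15 min at room temperature. Nitrocefin was then added from an 800 uM solution, and hydrolysis was followed at 480 nm.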
Sm TGR block = inhibitors of Schistosoma mansoni thioredoxin glutathione reductase. Q962Y6. purified TGR, DTNB reduction, TNB absorbance 405 nm. Potency, µM (top dose mostly 114 µM), without a hit: at the highest dose activity change, negative = inhibition, actives largely listed as inhibitors. hit rate 3% among 360,000. AID 485364; further: potency means the concentration at half of the fitted maximal effect; nearly all actives have a fitted effect of over 60% in size
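Kinetic colorimetric format: TGR-catalysed, NADPH-driven DTNB reduction monitored via TNB absorbance. Enzyme dispensed at 20 nM; compound exposure 15 min at room temperature before reaction start.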
Numbers without * were called inactive; ? = inconclusive; · = no result given; [ ] = another dose, or the depositor's remark. Unless noted, the call rests on the fitted dose curve; in most records, active means well fitted curve in the direction sought with a large enough effect; inconclusive means small, poorly fitted or top-dose-only effect, or another doubt; inactive means no such curve, though single readings can be large; an effect the other way counts as inactive or inconclusive. Unless noted, on the % scale 0 is the no-effect control and ±100 the full control effect.

1: CCN(CC)S(=O)(=O)c1ccc2oc(C(=O)NCc3ccc(F)cc3)c(C)c2c1
2: CCNC(=O)C/C(C)=N/NC(=O)C(=O)Nc1ccc(CC)cc1
3: CS(=O)(=O)c1ccc2nc(NC(=O)c3ccco3)sc2c1
4: Cc1ccc(/C=C/C(=O)O)cc1S(=O)(=O)N1CCc2ccccc2C1
5: CCOC(=O)c1sc(NC(=O)C(CC)Sc2nccn2C)nc1C (stereo not given)
6: CCCc1nc(SCC(=O)N2c3ccccc3CC2C)c2c(C)c(C)sc2n1 (stereo not given)
screen / no.	1	2	3	4	5	6
HCMV antiviral	?	12	-4	?	-30	?
LmPK inhibitor	4%	0%	?	-3%	1%	5%
AmpC detergent	-18%	-3%	-12%	0%	?	-14%
Tb PYK inh	-1%	1%	-11%	4%	-3%	2%
AMA1-RON2 inh	9%	88%[activator]	-3%	3%	-1%	4%
AmpC no deterg	-14%	-21%	-27%	-19%	-6%	-40%
Sm TGR block	-8%	-30%	-4%	4%	-8%	6%

7: O=C(NCCC1=CCCCC1)c1ccc2c(=O)n3c(nc2c1)CCCCC3
8: COc1cc(NC(C)CCCN)c2ncccc2c1 (stereo not given)
9: Cc1ccccc1C1CC(=O)Oc2cc(O)ccc21 (stereo not given)
10: CCOc1cc(C)ccc1OCc1nnc(SCC(=O)c2cccc([N+](=O)[O-])c2)n1C
11: Cc1ccccc1NC(=O)Nc1nnc(Cc2ccc([N+](=O)[O-])cc2)s1
12: Cc1ccc(C)c(CNC(=O)c2cc3ccccn3n2)c1
screen / no.	7	8	9	10	11	12
HCMV antiviral	51	?	·	10	-30	8
LmPK inhibitor	6%	·	·	3%	-1%	·
AmpC detergent	-2%	-1%	·	-10%	?	1%
Tb PYK inh	1%	2%	-2%	-7%	0%	-3%
AMA1-RON2 inh	8%	28%	-4%	-19%	-19%	·
AmpC no deterg	30%	181%[activator]	-19%	16%	-22%	·
Sm TGR block	3%	-4%	·	-10%	0%	2%

13: Cc1cc(=O)[nH]c(SCC(=O)NCCOc2ccccc2)n1
14: COC(=O)Cc1cccc2c(=O)c3ccccc3oc12
15: CCCCc1ccc(NC(=O)CSc2nnc(CNC(=O)c3ccco3)o2)cc1
16: COc1ccc(S(=O)(=O)N2CCC(C(=O)NCCCn3ccnc3)CC2)cc1C
17: CCOC(=O)C1=C(C)n2c(s/c(=C/c3cccc([N+](=O)[O-])c3)c2=O)=NC1c1ccc(O)c(OC)c1 (stereo not given)
18: O=C(CSc1nnc(Cn2nnc3ccccc32)o1)N(Cc1ccc(Cl)cc1)c1ccccc1
screen / no.	13	14	15	16	17	18
HCMV antiviral	65	-36	-15	22	-3	-2
LmPK inhibitor	-5%	-1%	3%	-4%	0%	-1%
AmpC detergent	-13%	-12%	7%	-17%	?	?
Tb PYK inh	-7%	-7%	0%	0%	-6%	-4%
AMA1-RON2 inh	-21%	-7%	2%	-10%	-6%	-2%
AmpC no deterg	-7%	-40%	6%	4%	-27%	-13%
Sm TGR block	14%	20%	6%	5%	3%	1%

19: O=C(O)c1sccc1OCc1ccccc1
20: COc1ccc(S(=O)(=O)N(C)CC(=O)N2CCCCC2)cc1Cl
21: CCN(CC)CCn1c2c(c(SCC(=O)Nc3ccc4c(c3)OCO4)nc1=O)CCC2
22: OC(c1cc(F)cc(Cl)c1)c1ncc(-c2ccccc2Cl)[nH]1 (stereo not given)
23: O=C(NCc1cccc(Cl)c1)c1cccc(S(=O)(=O)N2CCCC2)c1
24: O=[N+]([O-])c1ccccc1N=Nc1ccc(O)cc1
screen / no.	19	20	21	22	23	24
HCMV antiviral	?	-29	?	4	?	63
LmPK inhibitor	-3%	-12%	·	·	·	·
AmpC detergent	2%	-1%	-2%	·	5%	·
Tb PYK inh	8%	-10%	4%	0%	6%	-6%
AMA1-RON2 inh	20%	0%	-2%	-17%	9%	-29%
AmpC no deterg	-8%	-1%	?	·	-7%	·
Sm TGR block	·	-6%	4%	·	-4%	·

25: CCc1nnc(NC(=O)CCNC(=O)c2ccccc2Cl)s1
26: Cc1cnc(C(=O)OCC(=O)Nc2ccccc2-c2ccccc2)cn1
27: COc1cc(/C=C/C(=O)OCC(=O)N2CCCCCC2)cc(OC)c1OC
28: COc1ccc(CNCC(O)(c2ccccc2)c2ccc(F)cc2)cc1OC (stereo not given)
29: CC1(c2ccc([N+](=O)[O-])cc2)NC(=O)N(CC(=O)c2ccc3c(c2)OCO3)C1=O (stereo not given)
30: Cc1ccc(NC(=O)c2cccc3ccccc23)cc1
screen / no.	25	26	27	28	29	30
HCMV antiviral	-38	31	-28	?	12	69
LmPK inhibitor	2%	·	·	-2%	·	1%
AmpC detergent	?	-16%	·	-1%	?	3%
Tb PYK inh	3%	0%	0%	7%	-1%	5%
AMA1-RON2 inh	-2%	-6%	-3%	0%	7%	11%
AmpC no deterg	-10%[2.29 µM]	54%	·	-2%	-39%	-13%
Sm TGR block	-2%	-20%	·	-2%	2%	-25%

31: Cc1cc(N2C(=O)C(O)=C(C(=O)c3ccco3)C2c2cccc(O)c2)no1 (stereo not given)
32: COCCCNC(=S)NNC(=O)c1cc(-c2ccncc2)nc2ccccc12
33: O=C(OCCN=C1NS(=O)(=O)c2ccccc21)c1ccncc1
34: Cc1c(NC(=S)NC(=O)c2ccc(COc3ccccc3)cc2)cccc1C(=O)O
35: COc1ccc(C#Cc2ccc3c(=O)c4ccccc4n(C)c3c2)cc1
36: COc1cc(C(=O)NCCCNc2ccc([N+](=O)[O-])cc2)cc(OC)c1OC
screen / no.	31	32	33	34	35	36
HCMV antiviral	-25	3	-18	-14	·	14
LmPK inhibitor	7%	2%	-6%	-6%	-5%	1%
AmpC detergent	-12%	?	2%	6%	4%	-2%
Tb PYK inh	3%	3%	-18%	8%	7%	6%
AMA1-RON2 inh	-12%	96%[activator]	13%	19%	31%[activator]	8%
AmpC no deterg	-17%	-18%	-22%	-33%	-23%	-40%
Sm TGR block	-17%	1%	-3%	?	-27%	-5%

37: CN1CCN(c2nc(-c3cccnc3)nc3ccccc23)CC1
38: CC(C)(O)[C@H](O)COc1c2occc2cc2ccc(=O)oc12
39: CN(C)CC(C)(C)CNS(=O)(=O)c1cccc2nsnc12
40: CC(=O)c1c(C(C)=O)c(C)n(NC(=O)c2ccncc2)c1C
41: COC(=O)[C@]1(C)N[C@H](CN(C)C(=O)c2ccc(C)cc2)[C@@H]2C(=O)N(Cc3ccccc3)C(=O)[C@@H]21
42: NCC(O)(c1ccc(Cl)cc1)c1ccc(Cl)cc1
screen / no.	37	38	39	40	41	42
HCMV antiviral	9	3	-20	12	-3	7
LmPK inhibitor	-6%	-4%	4%	3%	·	0%
AmpC detergent	-7%	-9%	?	-2%	·	-1%
Tb PYK inh	-4%	-2%	0%	4%	10%	6%
AMA1-RON2 inh	-1%	12%	18%	-3%	1%	9%
AmpC no deterg	22%	-15%	-19%	2%	44%	-4%
Sm TGR block	2%	-22%	-5%	9%	·	·

Arranged by molar mass (smallest number first): some entries from above.
42: NCC(O)(c1ccc(Cl)cc1)c1ccc(Cl)cc1
38: CC(C)(O)[C@H](O)COc1c2occc2cc2ccc(=O)oc12
37: CN1CCN(c2nc(-c3cccnc3)nc3ccccc23)CC1
35: COc1ccc(C#Cc2ccc3c(=O)c4ccccc4n(C)c3c2)cc1
34: Cc1c(NC(=S)NC(=O)c2ccc(COc3ccccc3)cc2)cccc1C(=O)O
41: COC(=O)[C@]1(C)N[C@H](CN(C)C(=O)c2ccc(C)cc2)[C@@H]2C(=O)N(Cc3ccccc3)C(=O)[C@@H]21
screen / no.	42	38	37	35	34	41
HCMV antiviral	7	3	9	·	-14	-3
LmPK inhibitor	0%	-4%	-6%	-5%	-6%	·
AmpC detergent	-1%	-9%	-7%	4%	6%	·
Tb PYK inh	6%	-2%	-4%	7%	8%	10%
AMA1-RON2 inh	9%	12%	-1%	31%[activator]	19%	1%
AmpC no deterg	-4%	-15%	22%	-23%	-33%	44%
Sm TGR block	·	-22%	2%	-27%	?	·

The results go on:
43: Nc1c(-c2ccccc2)c(CN2CCOCC2)nn1-c1ccccc1
44: CCOc1ccc(Br)cc1S(=O)(=O)Nc1cccc(S(=O)(=O)Nc2ccccc2C(=O)O)c1
45: CC(O)[C@H]1CNC(=O)C(=O)N1CC1(c2ccccc2)CC1 (stereo not given in full)
46: CC(=O)OC[C@H]1O[C@@H](Sc2cccc3cccnc23)[C@H](OC(C)=O)[C@@H](OC(C)=O)[C@H]1OC(C)=O
47: COc1ccc(CCNC(=O)c2cc(-c3ccc(Cl)c(Cl)c3)oc2C)cc1
48: Cc1c(OC(C)C(=O)NCC2CCC(C(=O)O)CC2)ccc2c1oc(=O)c1ccccc12 (stereo not given)
screen / no.	43	44	45	46	47	48
HCMV antiviral	-11	-7	14	16	4	18
LmPK inhibitor	2%	·	-1%	3%	-1%	1%
AmpC detergent	0%	·	1%	-9%	?	-17%
Tb PYK inh	2%	0%	6%	-5%	-2%	2%
AMA1-RON2 inh	-11%	0%	4%	-5%	-2%	1%
AmpC no deterg	-3%	-29%	10%	90%[activator]	-20%	-22%
Sm TGR block	-4%	·	2%	2%	0%	-11%

49: Cc1cc(C)c2c(=O)[nH]n(C3CCCCCC3)c2n1
50: CCCc1noc(-c2ccc(NCc3ccccc3OC)c([N+](=O)[O-])c2)n1
51: O=C(Cc1ccccc1)NC1CCN(S(=O)(=O)c2ccc(C(=O)O)cc2)CC1
52: O=C1N(c2ccccc2)C(=Nc2ccccc2)SC12CC2
53: CC1Cc2ccccc2N1C(=O)CSc1nnc(Cc2ccccc2)n1CCc1ccccc1 (stereo not given)
54: NC(=O)CSc1nc2cc3c(cc2c(=O)n1CCCCCC(=O)NCc1ccc2c(c1)OCO2)OCO3
screen / no.	49	50	51	52	53	54
HCMV antiviral	61	-15	1	41	?	64
LmPK inhibitor	11%	·	1%	0%	1%	·
AmpC detergent	2%	23%	-4%	-8%	?	-4%
Tb PYK inh	-6%	-2%	-1%	1%	1%	-4%
AMA1-RON2 inh	-10%	·	-1%	-20%	-28%	·
AmpC no deterg	-22%	·	2%	-12%	83%[activator]	·
Sm TGR block	-1%	6%	5%	9%	-32%	1%
